SW480 rerep – DNA re-replication induction in SW480 cells; SW480 DNA re-replication, Hoechst DNA content imaging, 48 h; Potency, µM (top dose mostly 46.1 µM), without a hit: at the highest dose re-replication activation, actives largely listed as activators; 1.8% of 340,000 active; AID 624297; further: % of control where 0% means no effect; nearly all actives have a fitted effect of over 55% in size
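Image-based read-out: total Hoechst fluorescence of nuclei (405 nm excitation, 500-530 nm emission), with hits raising the fraction of high-intensity nuclei. SW480 colon cells incubated 48 hr with compounds at 37 C.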
KB-3-1 tox – kills parental KB-3-1 adenocarcinoma cells | Potency, µM (doses to about 46.1 µM), for the others: at the highest dose activity change, negative = cytotoxic, actives largely listed as cytotoxic | 1.4% of 400,000 active | KB-3-1 viability, CellTiter-Glo ATP luminescence, 72 h; further: on the % scale 0 is the no-effect control and ±100 the full control effect; nearly all actives have a fitted effect of over 60% in size
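72 h, 37 °C compound treatment of KB-3-1 parental cells; CellTiter-Glo added, 10 min, luminescence read. Data corrected against DMSO-only plates and normalized before curve fitting.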
HEK293 tox – cytotoxic in the GLP-1 receptor inverse agonist counter-screen | HEK293 cAMP-luciferase reporter cells, luminescence, 24 h | Potency, µM (series often up to 38.3 µM), for the others: top-dose activity change, negative = inhibition, most hits filed as inhibitors | 0.13% of 410,000 active | AID 624418;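 further: loss of luciferase light is scored as toxicity; on the % scale 0 is the no-effect control and ±100 the full control effect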
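Step one: seed cells (200 cells/uL, DMEM with 10% Nu serum, 1% pen-strep). Step two: 12-hour incubation at 37 deg C. Step three: pin 23 nL compound, incubate 24 hr. Step four: add luciferase reagent, read luminescence 12 min later.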
GLP1R inv ag – inverse agonists of human GLP-1 receptor | 1.6% of 410,000 active | Potency, µM (series often up to 38.3 µM), inactives show top-dose activity change, negative = inhibition, usual class: inhibitors | P43220 | AID 624417 | HEK293 GLP-1R CRE-luciferase, luminescence, 24 h; GLP-1R form is constitutively active; further: on the % scale 0 is the no-effect control and ±100 the full control effect; nearly all actives have a fitted effect of over 55% in size
Target sequence (P43220 whole entry, looked up): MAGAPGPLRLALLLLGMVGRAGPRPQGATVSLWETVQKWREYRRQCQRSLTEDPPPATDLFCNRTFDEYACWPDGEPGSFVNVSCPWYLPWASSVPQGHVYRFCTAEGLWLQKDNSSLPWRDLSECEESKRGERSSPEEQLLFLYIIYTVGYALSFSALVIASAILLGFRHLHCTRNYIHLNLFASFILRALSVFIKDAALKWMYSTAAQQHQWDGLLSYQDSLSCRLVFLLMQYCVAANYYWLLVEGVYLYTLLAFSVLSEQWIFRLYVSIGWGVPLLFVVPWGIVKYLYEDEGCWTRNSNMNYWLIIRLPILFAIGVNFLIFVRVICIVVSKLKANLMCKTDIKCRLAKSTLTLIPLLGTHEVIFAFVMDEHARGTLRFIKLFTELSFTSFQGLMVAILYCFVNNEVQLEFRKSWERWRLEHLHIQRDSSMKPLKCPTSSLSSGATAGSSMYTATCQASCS
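Seeding at 200 cells/uL, 12 h culture, 24 hr compound treatment, then luciferase reagent and a luminescence read; cells are HEK293 stably expressing a constitutively active GLP-1R plus cAMP-responsive luciferase.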
GLP1R ag – agonists of human GLP-1 receptor | Potency, µM (series often up to 45.6 µM), for inactives: top-dose activation, usual class: activators | AID 624172 | HEK293 GLP-1R CRE-luciferase, luminescence, 4-6 h; cells express a hypersensitive GLP-1R form | P43220 | 0.007% of 380,000 active; further: % of control where 0% means no effect
HT1080 IDH1KD tx – HT-1080 IDH1 knockdown cell toxicity (counter line). HT-1080 IDH1 knockdown viability, ATP luminescence, 48 h. Potency, µM (titrated, usually from 46.1 µM), for the others: at the top dose activity, negative = toxicity, most hits filed as cytotoxic. 2% of 360,000 active. AID 686971;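 further: 0% = DMSO wells and -100% = cell-free medium wells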
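HT-1080-IDH1KD cells (IDH1 knocked down), 750/well in RPMI with 5% FBS, treated with compound 48 h at 37 degrees C. Viability by CellTiter-Glo luminescence, normalised to DMSO and no-cell wells; concentration-response curves classed.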
TDP-43 yeast inh – TDP-43 toxicity inhibition in yeast | 1.8% of 410,000 active | TDP-43 expressing yeast growth rescue, BacTiter-Glo, 24 h | Potency, µM (top dose mostly 46.1 µM), inactives show at the top dose growth rescue (activation), most hits filed as activators; further: % of control where 0% means no effect; nearly all actives have a fitted effect of over 50% in size
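Galactose-induced TDP-43 yeast, OD600=0.02, compound pinned; 24 hr, 30 deg C; BacTiter-Glo luminescence for growth. Inhibitors of TDP-43 toxicity read as activators.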
KB-V1 MDR tox – KB-V1 MDR subline cytotoxicity; KB-V1 MDR cells viability, CellTiter-Glo, 72 h; 3.4% of 400,000 active; Potency, µM (series often up to 46.1 µM), inactives show top-dose activity change, negative = cytotoxicity, actives largely listed as cytotoxic; AID 1347076; further: on the % scale 0 is the no-effect control and ±100 the full control effect; nearly all actives have a fitted effect of over 60% in size
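Cytotoxicity via CellTiter-Glo luminescence after 72 h compound exposure at 37 degrees C. Cells: drug-selected KB-V1 line, DMEM phenol-red free plus 10% FBS. Compounds tested at multiple concentrations; normalized data fitted to concentration-effect curves.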
HT1080-NT tox – kills 2HG-producing HT-1080-NT fibrosarcoma cells. HT-1080-NT fibrosarcoma viability, CellTiter-Glo ATP luminescence, 48 h. Potency, µM (highest dose often 46.1 µM), inactives show at the highest dose activity, negative = less viability, most hits filed as cytotoxic. 1.6% of 360,000 active. AID 686970;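 further: NT is the 2HG producing partner of a matched IDH1 knockdown line; 0% = DMSO-treated cells and -100% = media-only wells without cells; nearly all actives have a fitted effect of over 55% in size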
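Viability of the 2HG-overproducing fibrosarcoma line after 48 hours of compound exposure at 37 degrees C was determined by luminescence with CellTiter-Glo, and concentration-effect curves were then fitted and categorized.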
Numbers without * were called inactive; ? = inconclusive; . = no result given; [ ] = remark or other dose. The call rests on the fitted dose curve; in most records, active means well fitted curve in the direction sought with a large enough effect; inconclusive means small, poorly fitted or top-dose-only effect, or another doubt; inactive means no such curve, though single readings can be large; an effect the other way counts as inactive or inconclusive. Potency means the concentration at half of the fitted maximal effect. Rows are unselected. Share with any hit: about 9.4%.

SMILES	SW480 rerep	KB-3-1 tox	HEK293 tox	GLP1R inv ag	GLP1R ag	HT1080 IDH1KD tx	TDP-43 yeast inh	KB-V1 MDR tox	HT1080-NT tox
Cc1cn([C@H]2C[C@H](O)[C@@H](CNCc3cnc(N4CCOCC4)s3)O2)c(=O)[nH]c1=O	.	4.9%	0.7%	13.3%	-0.6%	6.9%	0.0%	?	9.5%
O=S(=O)(c1cccc(-c2nc3ccccc3s2)c1)N1CCCC1	-3.1%	?	-7.5%	0.0%	?	?	-9.4%	14.6µM*	-9.3%
c1cncc(-c2csc(NCc3ccco3)n2)c1	18.1%	3.1%	10.0%	8.3%	-8.3%	8.3%	17.0%	1.7%	6.2%
COc1cccc(/C=C/C(=O)Nc2ccc3nc(N4CCN(C)CC4)cc(C)c3c2)c1OC	.	0.0%	?	?	.	.	11.1%	-9.2%	.
COc1cc(NS(=O)(=O)c2ccc(N/C=C(\C=O)c3nc4cc(Cl)ccc4o3)cc2)nc(OC)n1	4.3%	10.5%	46.7%[activator]	-4.1%	8.4%	-22.9%	-2.1%	11.6%	-21.9%
Cc1nc(C(F)(F)F)ccc1C(=O)N1CCC1(C)C(=O)NS(=O)(=O)c1c(C)noc1C (centres undefined)	.	5.4%	-0.4%	25.1%	2.5%	?	34.8%	6.9%	18.8%
COc1ccccc1-c1noc2ncnc(Nc3ccc4c(c3)OCO4)c12	-25.5%	4.5%	-5.8%	-10.2%	-0.5%	6.2%	0.0%	-2.9%	0.0%
Cc1ccc(NS(=O)(=O)c2cccs2)c(C)c1	-4.4%	?	-2.2%	-18.4%	7.9%	-0.1%	4.1%	10.1%	7.1%
S=C(NCC1CCCO1)c1ccc(Br)cc1 (centres undefined)	-11.6%	-3.2%	1.9%	-15.4%	-1.6%	-12.4%	11.2µM*	0.0%	-0.2%
O=C(c1cccc2ccccc12)C1CCCN(C(=O)c2ccc(N3CCOCC3)cc2)C1 (centres undefined)	?	-27.8%	13.9%	-28.5%	23.5%	?	0.7%	?	?
COc1ccc(CNC(=O)N2CCN(S(=O)(=O)c3ccc(C)cc3C)CC2)cc1	-5.4%	-19.4%	-4.4%	?	6.8%	-7.4%	23.5%	?	7.9%
CCOP(=O)(O)c1ccccc1OCCOCCOc1ccccc1P(=O)(O)OCC	4.3%	-7.1%	3.5%	-3.5%	-1.8%	0.9%[9.24 µM]	-33.9%[inhibitor]	-3.4%	-20.8%
O=C(NCc1ccccc1)C1CC(=O)N(C2CCCCC2)C1 (centres undefined)	-5.3%	-12.5%	-6.4%	3.4%	-5.5%	2.5%	-10.6%	-1.4%	0.5%
CC(=O)Nc1ccc(S(=O)(=O)N(C)c2ccc(O)cc2)cc1	-1.0%[9.22 µM]	22.5%	1.7%	5.6%	0.5%	13.1%	2.7%	15.6%	7.7%
COc1ccc(S(=O)(=O)NC(C)c2ccc3c(c2)OCCO3)cc1 (centres undefined)	.	2.8%	-3.6%	3.9%	-7.5%	8.9%	15.1%	-1.6%	4.6%
CC1(C(=O)NS(=O)(=O)c2cccs2)CCN1C(=O)Cc1ccccc1 (centres undefined)	.	0.0%	4.0%	11.3%	0.7%	2.7%	-7.0%	0.1%	-0.8%
COc1ccccc1N1CCN(C(=O)CCc2nnc3ccc(N4CCCC4)nn23)CC1	2.8%	?	0.2%	8.9%	3.6%	15.2%	-5.7%	15.3%	4.6%
O=C(CSc1nnc(-c2ccc([N+](=O)[O-])cc2)o1)Nc1ccccn1	?	1.0%	-16.4%	20.1%	-3.6%	0.7%	-6.4%	-0.3%	3.0%
CCN(CC(=O)NCc1cccs1)C(=O)c1ccc(S(=O)(=O)N(CC)c2ccccc2)cc1	-22.4%	1.0%	0.0%	6.7%	2.1%	1.8%	8.5%	-21.5%	7.5%
Cc1cccc(C(=O)NNC(=O)c2ccc(Br)cc2)c1	2.6%	4.1%	-24.3%	26.1%	1.9%	8.8%	13.3%	-10.3%	9.4%
CCOc1cc(C(=O)NCc2ccco2)cc(OCC)c1OCC	0.5%	7.1%	-5.7%	?	12.6%	1.1%	11.2%	2.7%	15.7%
CC(C)CNC1CS(=O)(=O)CC1O (centres undefined)	-14.1%	8.4%	2.3%	1.6%	-2.3%	-1.7%	3.9%	0.0%	4.5%
COc1ccc(C(CNC(=O)COc2ccccc2C#N)N2CCOCC2)cc1 (centres undefined)	-3.3%	8.2%	-1.5%	4.1%	-3.6%	9.9%	8.8%	-8.6%	11.9%
COc1ccc(C(=O)NCCc2ccccc2)cc1[N+](=O)[O-]	-8.6%	-5.6%	-20.5%	2.9%	3.2%	-1.0%	27.9%	-17.3%	8.4%
CCOc1ccc(C(=O)c2cn(CC(=O)Nc3ccc4c(c3)OCCO4)c3ccc(F)cc3c2=O)cc1	.	-1.7%	2.4%	-15.4%	0.0%	.	20.1%	0.0%	.
C=CCNC(=O)C12CCC(C)(C(=O)C1Br)C2(C)C (centres undefined)	-0.6%	5.6%	-8.9%	0.7%	-11.7%	14.3%	-5.9%	-17.2%	1.3%
CCCCNC(=O)CSc1nc2ccc(C)cc2[nH]1	-4.2%	4.2%	-8.8%	-12.5%	8.4%	1.8%	14.0%	-23.0%	6.1%
COC(=O)c1ccc(Cn2cc(C(F)(F)F)cc([N+](=O)[O-])c2=O)cc1	-1.1%	0.5%	17.0%	-14.5%	8.8%	-9.2%	-4.1%	-8.3%	-20.0%
CCOc1ccc(C(=O)NCC(=O)N2CCCC2)cc1	-3.7%	-6.5%	-0.5%	9.6%	5.4%	2.7%	-18.6%	6.7%	-1.6%
COc1ccc(C)cc1NC(=O)C1CCCCN1S(=O)(=O)c1ccccc1 (centres undefined)	-6.6%	?	-8.3%	?	3.7%	-4.0%	30.0%	-9.4%	3.0%[9.24 µM]
CC(C)c1ccc(C(=O)NCc2ccc(Cl)cc2)cc1	-5.8%	-2.1%	-3.1%	-12.5%	0.6%	6.1%	10.6%	?	-19.3%
Cc1nc(SCCOc2ccccc2)[nH]c(=O)c1Cc1ccccc1	0.9%	10.4%	-4.8%	-1.3%	1.1%	4.8%	12.4%	5.0%	11.5%
CN1CCN(C(=O)C2=C[C@@H](C3CC3)C[C@@H](OCc3ccc(CO)cc3)O2)CC1	-15.7%	-1.0%	-8.1%	7.0%	1.6%	-2.3%	-8.3%	?	-1.9%
CC(=O)NC12CC3CC(C1)CC(C(=O)OCC(=O)Nc1ncc(Cl)cc1Cl)(C3)C2	-3.2%	1.0%	-0.9%	8.0%	15.2%	1.8%	-3.0%	1.7%	-2.7%
O=C1CC(SCCc2nc3ccccc3[nH]2)C(=O)N1c1ccc(F)c(Cl)c1 (centres undefined)	-2.7%	2.8%	74.7%[activator]	43.9%[activator]	2.1%	0.9%	-1.3%	?	3.4%
Cc1nc2cc(F)ccc2n1C1CCN(C(=O)c2ccc(F)cc2F)CC1	0.2%	-3.9%	-0.4%	-19.7%	?	-19.2%	-6.9%[0.397 µM]	-15.5%	?
Cc1ccc(CC2C(=O)N(c3cc(Cl)ccn3)C(=O)C2C)cc1 (centres undefined)	-16.0%	-0.5%	?	-13.8%	5.4%	16.9%	6.4%	-24.9%	0.2%
CCCc1cc(=O)oc2cc(OCc3ccc(C(=O)O)cc3)ccc12	-8.8%	7.6%	15.7%	44.2%[activator]	4.2%	-1.7%	2.51µM*	12.9%	2.7%
COc1ccc(N=C2NC(=O)/C(=C\c3ccco3)S2)cc1	8.2%	0.3%	?	20.0%	12.1%	-4.0%	-8.7%	-15.5%	-1.5%
CC(=O)Nc1ccc(CN2CCCCCCC2)cc1	-0.1%	8.0%	-3.9%	-0.3%	-5.3%	1.8%	13.3%	1.6%	-0.9%

Full records, looked up by structure. Screens in order: SW480 rerep, KB-3-1 tox, HEK293 tox, GLP1R inv ag, GLP1R ag, HT1080 IDH1KD tx, TDP-43 yeast inh, KB-V1 MDR tox, HT1080-NT tox
CC(=O)NC12CC3CC(C1)CC(C(=O)OCC(=O)Nc1ncc(Cl)cc1Cl)(C3)C2 reads -3.2%, 1.0%, -0.9%, 8.0%, 15.2%, 1.8%, -3.0%, 1.7%, -2.7%
CC(C)CNC1CS(=O)(=O)CC1O (centres undefined) reads -14.1%, 8.4%, 2.3%, 1.6%, -2.3%, -1.7%, 3.9%, 0.0%, 4.5%
COc1ccc(C)cc1NC(=O)C1CCCCN1S(=O)(=O)c1ccccc1 (centres undefined) reads -6.6%, ?, -8.3%, ?, 3.7%, -4.0%, 30.0%, -9.4%, 3.0%[9.24 µM]
Cc1nc2cc(F)ccc2n1C1CCN(C(=O)c2ccc(F)cc2F)CC1 reads 0.2%, -3.9%, -0.4%, -19.7%, ?, -19.2%, -6.9%[0.397 µM], -15.5%, ?
COc1ccc(N=C2NC(=O)/C(=C\c3ccco3)S2)cc1 reads 8.2%, 0.3%, ?, 20.0%, 12.1%, -4.0%, -8.7%, -15.5%, -1.5%

Additional compounds
SMILES	SW480 rerep	KB-3-1 tox	HEK293 tox	GLP1R inv ag	GLP1R ag	HT1080 IDH1KD tx	TDP-43 yeast inh	KB-V1 MDR tox	HT1080-NT tox
Cc1cc(C)n2nc(SCc3ccc(F)cc3Cl)nc2n1	-7.9%	21.3%	16.1%	35.9%[activator]	18.1%	5.2%	11.2µM*	0.6%	-1.4%
CCOc1ccc(S(=O)(=O)Nc2ccc(C(=O)NCC(C)(C)N3CCOCC3)cc2)cc1	-1.9%	25.6%	15.6%	-6.0%	5.4%	-16.6%	-17.2%	-0.1%	-1.7%
CCC(C)(C)NC(=O)C(c1ccccn1)N(C(=O)c1csnn1)c1ccccc1 (centres undefined)	-5.1%	6.4%	0.0%	8.6%	-1.1%	0.1%	5.3%	-6.3%	0.0%
COc1ccc(-c2csc3nc(-c4ccccc4OC)oc(=O)c23)cc1	16.4µM*	-2.8%	-8.5%	7.4%	4.9%	?	-20.3%[0.397 µM]	7.7%	?

Screening data (PubChem BioAssay)
